NCI-60 one-dose screen, 48 h, at 10 µM unless noted. Numbers give growth in % (100 = growth as untreated, 0 = no growth, -100 = all killed).
CCRF-CEM: CCRF-CEM leukemia; actives 7% (n = 77,000); AID 1794778
RPMI-8226: RPMI-8226 leukemia cells; actives 7.5% (n = 77,000)
SR: SR leukemia cells; actives 8.7% (n = 73,000); AID 1794780
K-562: K-562 leukemia; actives 7.4% (n = 78,000)
HOP-62: HOP-62 NSCLC; actives 3.9% (n = 80,000)
EKVX: EKVX NSCLC | actives 3% (n = 71,000)
MOLT-4: MOLT-4 leukemia cells; actives 6.9% (n = 80,000)
HOP-92: HOP-92 NSCLC cells; actives 6.3% (n = 71,000); AID 1794738
Numbers without * were called inactive; . = no result given; & = joins results of further samples. Rule for the calls: active = growth percent below 10; inactive = the rest.

SMILES,EKVX,HOP-92,RPMI-8226,CCRF-CEM,MOLT-4,HOP-62,SR,K-562
CC(=O)c1ccc(NC(=O)Cn2c(=S)n(-c3ccccc3)c(=O)c3ccccc32)cc1,112,73,88,99,95,98,87,98
CCOC(=O)CNC(=O)Cc1ccccc1,106,99,103,96,105,100,96,105
Cc1onc(-c2ccccc2)c1C(=O)Nc1sc(C(C)C)cc1C(N)=O,.,87,82,.,83,103,92,101
C[N+]1(CCc2ccccc2)CC[N+](C)(CCc2ccccc2)CC1 (stereo unspecified),94,82,106,110,118,96,106,105
CN1C(=O)CN2CCc3ccccc3C2c2cc(Cl)ccc21 (stereo unspecified),91,77,88,94,105,80,.,93
Nc1cccc2cccc(O)c12,95,84,86,53,83,104,58,90
CC(=O)n1cc(C2CC(=O)OC3=C2CC(=O)C(C)(C)C3)c2ccccc21 (stereo unspecified),110,.,105,108,102,88,105,107
O=C1/C(=C/c2ccc(Oc3ccccc3)cc2)N=C(c2ccccc2)N1CCc1cccs1,96,.,70,79,63,104,81,84
O=C1Nc2ccc(Br)cc2C1=Nc1ccc(Cl)c(C(F)(F)F)c1,96,141,105,87,.,125,.,.
COc1ccc(F)cc1-c1cnc2nonc2n1,106,.,.,92,95,96,89,94
O=C(O)C(O)CO (stereo unspecified),.,73,.,98,105,98,100,105
CNCCCCc1ccc([N+](=O)[O-])cc1,92,74,106,103,111,90,102,112
COc1ccc(N=Nc2ccc(O)c(=O)cc2)cc1,4.7*,19,9.9*,16,-18*,19,.,3.0*
COc1ccc(-n2c(=O)n(-c3ccc(-c4nc5ccc(OC)cc5s4)cc3)c(=O)c3cccnc32)cc1,100,101,98,.,.,129,.,.
COC(=O)CCC(=O)c1ccc2cc(OC)ccc2c1,104,110,108,97,100,113,104,112
CCN(CC)c1ccc2cc(C(Nc3ccc(Br)c(C(F)(F)F)c3)c3nnnn3C(C)(C)C)c(=O)oc2c1 (stereo unspecified),88,87,87,92,70,94,99,88
COc1cc(CO)ccc1O,111,.,.,96,95,105,.,106
NC(=O)c1ccccc1Oc1ccc2nnc(-c3ccncc3)n2n1,.,92,95,94,103,105,95,98
COc1ncnc2c(-c3ccco3)cn(COCc3ccccc3)c12,61,24,41,.,22,84,14,41
O=C(N/N=C/c1ccccc1Cl)c1ccc(Br)o1,101,92,134,110,144,118,117,126
COc1cc(OC)cc(-c2cncn2-c2ccc(-c3nc4cc(OC)c(OC)c(OC)c4s3)cc2)c1,44,.,24,42,43,104,65,33
CN(C)c1ccc(/C=N/NC(=O)c2cc(-c3nc4ccccc4[nH]3)nc3ccccc23)cc1,94,91,73,75,81,104,81,87
O=[N+]([O-])c1ccc(Oc2ccc(-c3ccccc3)cc2)c([N+](=O)[O-])c1,93,66,77,74,94,111,86,72
Nc1ccc(C(=O)O)cc1,104,88,.,99,.,109,.,108
C#Cc1cc2c(N)c(C(=O)c3cc(OC)c(OC)c(OC)c3)[nH]c2cc1OC,.,-4.4*,27,16,32,24,7.3*,13
NC(=O)c1c(NC(=O)c2ccc(C3CCCCC3)cc2)sc2c1CCC(=O)C2,14,-15*,-15*,9.8*,11,56,5.3*,3.9*
C/C(=N\NC(=O)CSc1nc2sc3c(c2c(=O)n1-c1ccccc1)CCC(C)C3)c1ccc(Cl)cc1 (stereo unspecified),31,-1.5*,25,13,14,34,6.2*,16
NC1=NC(c2ccc(Sc3ccc(Cl)cc3)cc2)n2c(nc3ccccc32)N1 (stereo unspecified),97,15,46,46,24,91,.,50
Cc1ccc(C2CC(c3ccc(Nc4nc(NCCO)nc(N5CCOCC5)n4)cc3)=Nc3c(N)nc(N)nc3N2)cc1 (stereo unspecified),96,.,52,51,.,75,.,.
NS(=O)(=O)c1ccc(N=C2NC(=O)/C(=C/c3coc4ccccc4c3=O)S2)cc1,.,96,98,.,.,103,88,94
COc1ccc(-n2ncc3c2CCc2cc(S(=O)(=O)c4ccccc4)c(=O)n(C)c2-3)cc1,100,56,85,105,99,97,92,103
CC1=CC(O)CC(C)(C)C1 (stereo unspecified),.,97,99,100,117,108,124,115
C=CCn1c(SCC(=O)Nc2ccc(C(=O)/C=C/c3ccc(Cl)cc3)cc2)nnc1-c1cc(-c2ccc(S(C)(=O)=O)cc2)nc2ccccc12,90,119,52,84,81,89,90,81
O=C(CN1CCN(c2cc(=O)[nH]c3ccc(F)cc23)CC1)Nc1ccc([N+](=O)[O-])cc1,86,110,105,93,86,99,82,79
COC(=O)c1c(C#N)c(C#N)c2c([nH]c3ccccc32)c1C(=O)OC,79,101,94,93,97,91,.,86
O=C(CN1CCN(c2ccccc2)CC1)N1CCN(c2nnc(-c3ccc(Cl)cc3)c(-c3ccc(Cl)cc3)n2)CC1,35,71,-40*,29,2.0*,66,23,22
Cc1cc(NS(=O)(=O)c2ccc(Nc3ccnc(SCC(=O)c4ccc(Cl)cc4)n3)cc2)no1,100,94,106,100,102,104,95,108
O=C(Oc1cccc2ccccc12)N1CCN(C(=O)Oc2cccc3ccccc23)CC1,92,104,100,98,99,85,98,101
Clc1cccc(I)c1,106,48,113,155,101,97,94,106
O=C1CCCCN1CCCCC#Cc1cccc(C#Cc2cccnc2)c1,94,32,50,-23*,-50*,99&114,-46*,27
COc1ccc(-c2nc3cc(C(=O)Nc4cc(OC)c(OC)c(OC)c4)ccc3n2C2CCCCC2)cc1,92,73,92,94,83,105,58,76
CC/C(=N/NC(N)=O)c1ccc([N+](=O)[O-])o1,97,85,.,83,96,86,96,92
COc1cc(-c2cc(-c3ccco3)c(C#N)c(N3CCOCC3)n2)cc(OC)c1OC,87,43,71,79,65,115,53,54
Cn1cc(-c2nn3cc(-c4cccnc4)nc3s2)c2cc(Br)ccc21,73,70,58,54,56,71,50,33
Nc1ccc2c(c1)C(O)c1cccc(C(=O)O)c1-2 (stereo unspecified),103,59,101,105,105,94,92,115
COc1cccc(C(=O)O)c1[N+](=O)[O-],108,109,97,98,105,93,114,108
CC(=O)CC(=O)c1ccc(-c2ccccc2)cc1,91,83,81,63,77,74,67,76
CC(=O)Nc1cc(C)ccc1C,100,106,117,128,110,107,99,102
C#CCOc1ccc(/C=N/Nc2nc(-c3ccc(Br)cc3)cs2)cc1,92,97,90,99,98,106,85,81
Cc1c(Cl)ccc2c(C(=O)O)cc(-c3ccccc3)nc12,92,.,48,84,95,74,97,88

Record cards, as listed above. Order of values: EKVX	HOP-92	RPMI-8226	CCRF-CEM	MOLT-4	HOP-62	SR	K-562
COc1ccc(-n2ncc3c2CCc2cc(S(=O)(=O)c4ccccc4)c(=O)n(C)c2-3)cc1 as listed: 100	56	85	105	99	97	92	103
CCOC(=O)CNC(=O)Cc1ccccc1 as listed: 106	99	103	96	105	100	96	105

Returning to the listing with the three entries that preceded the break.
SMILES,EKVX,HOP-92,RPMI-8226,CCRF-CEM,MOLT-4,HOP-62,SR,K-562
CC(=O)Nc1cc(C)ccc1C,100,106,117,128,110,107,99,102
C#CCOc1ccc(/C=N/Nc2nc(-c3ccc(Br)cc3)cs2)cc1,92,97,90,99,98,106,85,81
Cc1c(Cl)ccc2c(C(=O)O)cc(-c3ccccc3)nc12,92,.,48,84,95,74,97,88
COc1ccc(/C=C2\C(=O)N=C3N2N=C(N)N=C(N)N3c2ccccc2)cc1,49,82,96,98,98,97,103,98
N#C/C(=C\c1ccc(Cl)c([N+](=O)[O-])c1)C(N)=O,102,139,107,95,93,95,43,47
N#Cc1ccc(C(=O)C[n+]2cccc3ccccc32)cc1,96,86,104,100,102,100,97,94
COc1cc(O)c(O)c2ccc3cc(O)c(O)cc3c12,100,102,94,97,89,82,101,102
C/C(=C\C=C\[C@H](C)CC(=O)O)[C@H](O)[C@H](C)C(=O)O[C@H]1C[C@H](C)[C@H](O)c2ccc(C)c(C)c21,102,82,100,84,93,80,90,103
O=C1C(SCCO)=C(SCCO)C(=O)C(SCCO)=C1SCCO,120,93,105,103,111,116,.,103
CCn1c(Sc2nnc(NC(=O)CSC(=S)N3CCOCC3)s2)nc2c1c(=O)n(C)c(=O)n2C,98,93,.,99,100,104,91,88
Nc1c(Cl)cc(Cl)cc1C(=O)O,118,90,106,98,129,95,129,118
Cc1ccc(S(=O)(=O)NC(=O)CCC(=O)Nc2ccc(O)cc2)cc1,106,.,103,102,110,99,105,106
Cc1c[n+](Cc2ccc3ccccc3c2)cn1Cc1ccc2ccccc2c1,38,-21*,-42*,3.9*,-3.6*,33,-47*,8.8*
NC(=O)c1cccc(N2Cc3ccccc3OC3=C2C(=O)c2c(O)ccc(O)c2C3=O)c1,-0.3*,-92*,-13*,-8.3*,-36*,-42*,-5.7*,-20*
CCOC(=O)c1cc2c(n(C)c1=O)-c1cnn(-c3ccc(Cl)cc3)c1CC2,.,75,96,92,96,110,97,97
O=c1[nH]nnc2cc(Cl)ccc12,97&105,109,109&112,103&114,96&104,89&105,102&117,98&119
CC(C(=O)N1CCN(c2ccc(Cl)c(Cl)c2)CC1)c1ccc(NS(=O)(=O)c2ccccc2)cc1 (stereo unspecified),46,.,49,68,65,101,26,58
CCCCCCCCCCCCCCCCCC1=NCCN1CCO,78,.,79,54,30,81,7.4*,65
O=C1CCCCN1c1ccc(C2=NCCCN2)cc1,98,117,57,116,80,101,100,81
CCCCC1CCCCC1,107,91,115,101,103,113,94,97
N#Cc1c(-c2cccc3ccccc23)nc(NCCO)[nH]c1=O,99,98,107,111,.,95,90,95
COc1ccc2c(c1)cn1c3ccc(O)cc3[nH]c(=O)c21,48,.,-20*,19,19,26,3.4*,-5.1*
CC(=O)NNC(=O)c1cccc(C(=O)O)c1,112,70,100,113,80,101,96,90
Nc1cc(Br)cc(Br)c1,81,82,100,85,63,101,.,81
Fc1ccc2nc(Cl)c(Cn3nnnc3Cc3ccccc3)cc2c1,65,.,.,.,81,.,83,105
CCC(C)CCO (stereo unspecified),.,101,.,104,105,108,109,109
O=C(O)c1ccc2c(c1)C(=O)N(Cc1ccccc1)C2=O,100,86,96,93,99,96,101,.
Cc1ccc(C2=NN3C(C2)c2cc(Br)ccc2OC3c2cccc(Cl)c2)s1 (stereo unspecified),76,99,83,78,91,102,107,103

Sorted by molar mass (rising): part of the list above
SMILES,EKVX,HOP-92,RPMI-8226,CCRF-CEM,MOLT-4,HOP-62,SR,K-562
N#Cc1ccc(C(=O)C[n+]2cccc3ccccc32)cc1,96,86,104,100,102,100,97,94
O=C(O)c1ccc2c(c1)C(=O)N(Cc1ccccc1)C2=O,100,86,96,93,99,96,101,.
CCCCCCCCCCCCCCCCCC1=NCCN1CCO,78,.,79,54,30,81,7.4*,65

Next part:
SMILES,EKVX,HOP-92,RPMI-8226,CCRF-CEM,MOLT-4,HOP-62,SR,K-562
O=[N+]([O-])c1ccc2[nH]ncc2c1,90,86,99,103,108,98,104,118
COc1cc(-c2cc(=O)c3ccc(O)cc3o2)cc(OC)c1OC,104,90,92,95,97,90,103,91
CNC(=O)c1n[nH]n2c1nc(=O)c1c3c(sc12)CCCC3,94,84,89,78,100,94,101,94
CC1CCc2c(sc3nc(SCC(=O)c4ccccc4)n(-c4ccccc4)c(=O)c23)C1 (stereo unspecified),107,80,121,114,131,89,122,116
CS(=O)(=O)c1cccc(Cc2nnc(Cc3cc4ccc(F)cc4[nH]3)n2CCCc2cnc[nH]2)c1,105,99,96,88,100,110,106,96
O=S(=O)(Nc1ccc2c3c(cccc13)CC2)c1ccccc1,79,41,57,59,59,90,81,21
CC(C)NCCO,106,108,109,113,96,101,113,115
CC1=CC(O)=C(C#N)C(C)(C)C1(C#N)C(=O)O (stereo unspecified),.,.,115,125,105,105,104,124
NS(=O)(=O)c1ccc(NC(=S)/N=C\c2c(O)[nH]c(=O)[nH]c2=O)cc1,98,100,100,98,99,91,94,105
COc1cc(C2CC(c3ccc(Nc4nc(Nc5ccc(Cl)cc5)nc(Nc5ccc(Cl)cc5)n4)cc3)=NN2C(C)=O)cc(OC)c1OC (stereo unspecified),94,-3.5*,32,101,79,105,73,74
CN(Cc1ccccc1)Cc1ccc2ccc(=O)[nH]c2c1O,97,99,108,103,92,94,79,91
COc1ccc(C(=O)/C=C/c2ccc(/C=C/c3ccc(F)cc3)cc2)cc1,.,108,104,104,96,120,91,86
Nc1nc2ccc(-c3nc4ccc5[nH]ncc5c4c4c3CCC4)cc2s1,19,-4.3*,-49*,17,19,3.5*,21,19
CCCCN(CCCC)S(=O)(=O)c1ccc(C)cc1,98,.,114,98,73,91,86,85
O=C(NCc1cn(Cc2cccc(Oc3ccccc3)c2)nn1)c1cccnc1Nc1ccccc1,59,35,53,.,38,55,16,32
c1ccc(CNc2ccccn2)cc1,109,96,101,100,98,114,.,101
C1=CCOC(c2ccccc2)OC1,103,99,106,.,92,110,98,102
Cc1ccc(/C=N/Nc2nc3c([nH]2)c(=O)n(C)c(=O)n3C)cc1,123&118,118,107&89,107&93,104&87,114&111,91&94,109&116
S=C(NCCc1ccccc1)Nc1ccc(OCc2nc3ccc(Cl)cc3[nH]2)cc1,33,14,7.7*,9.5*,14,50,-7.4*,10
O=C(NCc1ccc(Cl)cc1Cl)C1CCC(=O)N1c1ccsc1 (stereo unspecified),97,102,98,110,102,95,98,110

Source: PubChem BioAssay (NCI)
